# OX1R antag-1 – antagonists of human orexin 1 receptor (OX1R). AID 485270, 2010. Orexin/Hypocretin receptor type 1 (Homo sapiens), O43613. 330,000 tested, 1.8% active. inhibition, % at 6.6 µM. OX1R-expressing cells, FRET antagonist read-out; in the data active = inhibition mostly above about 38%, no sharp cut-off; inactive = mostly below about 40%;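 also: 0% = agonist challenge alone and 100% = reference antagonist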
# Target sequence (O43613 whole entry, looked up): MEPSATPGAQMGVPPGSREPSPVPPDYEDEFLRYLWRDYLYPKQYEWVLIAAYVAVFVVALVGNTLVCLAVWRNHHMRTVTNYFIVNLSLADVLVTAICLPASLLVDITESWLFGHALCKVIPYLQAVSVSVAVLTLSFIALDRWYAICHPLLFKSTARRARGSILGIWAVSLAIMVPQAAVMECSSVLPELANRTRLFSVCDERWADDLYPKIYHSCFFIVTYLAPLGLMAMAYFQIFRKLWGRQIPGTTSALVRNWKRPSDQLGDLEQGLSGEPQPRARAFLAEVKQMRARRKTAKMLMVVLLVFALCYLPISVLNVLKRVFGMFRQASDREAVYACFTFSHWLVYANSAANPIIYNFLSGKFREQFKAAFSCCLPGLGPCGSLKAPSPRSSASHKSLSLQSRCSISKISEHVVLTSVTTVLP
# OX1R antag-2 – OX1R (HCRTR1) antagonists, primary screen, fluorescence, CHO/OX1R cells, Fluo-8 calcium, orexin A | Orexin/Hypocretin receptor type 1 (Homo sapiens), O43613 | Fluo-8 calcium fluorescence | inhibition, % at 5 µM | 330,000 tested, 0.43% active | AID 434989, 2010;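 active = inhibition above its plate's threshold, mean inhibition of all tested compounds on the plate plus 3 SD, cut at about 37% in these data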;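 also: 0% = orexin A challenge wells and 100% = SB-334867-A antagonist wells; not every result past the cut was called active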
# STK33 inh – inhibitors of purified STK33 kinase, primary screen, biochemical, ADP-Glo luminescence, homogeneous, cell-free; Serine/threonine-protein kinase 33 (Homo sapiens), Q9BYT3; MBP phosphorylation; inhibition, % at 10 µM; 320,000 tested, 0.073% active;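 active = inhibition at or above 25%, using the most active replicate where run in duplicate; inactive = inhibition below 25%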
# Target sequence (Q9BYT3 whole entry, looked up): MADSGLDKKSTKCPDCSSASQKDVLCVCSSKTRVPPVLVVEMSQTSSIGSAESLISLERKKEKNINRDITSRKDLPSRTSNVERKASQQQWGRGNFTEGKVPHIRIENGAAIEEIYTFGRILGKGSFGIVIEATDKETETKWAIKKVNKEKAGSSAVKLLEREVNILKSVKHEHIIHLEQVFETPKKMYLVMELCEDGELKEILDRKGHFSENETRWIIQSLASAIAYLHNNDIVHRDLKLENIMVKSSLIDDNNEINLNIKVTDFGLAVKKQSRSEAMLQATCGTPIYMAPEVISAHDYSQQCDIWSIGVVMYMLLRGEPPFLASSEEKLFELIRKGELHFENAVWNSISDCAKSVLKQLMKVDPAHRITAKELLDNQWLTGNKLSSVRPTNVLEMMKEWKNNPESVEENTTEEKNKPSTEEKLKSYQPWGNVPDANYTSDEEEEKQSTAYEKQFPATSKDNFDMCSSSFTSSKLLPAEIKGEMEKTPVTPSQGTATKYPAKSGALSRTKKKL
# Starred values were filed as active, the others as inactive; nt = no result given.
1. Cc1sc2ncnc(NCc3ccco3)c2c1C
2. CCOc1ccc(NC(=O)CSc2nnnn2C2CC2)cc1S(=O)(=O)N1CCCC1
3. O=C(NCc1cccs1)C(=O)NCC1OCCCN1S(=O)(=O)c1cc(F)ccc1F (configuration not stated)
4. CCn1c(SCc2ccccc2)nc2cc(OC)c(OC)cc2c1=O
5. O=C(N/N=C/c1c[nH]c2ccccc12)c1cc(-c2ccc3ccccc3c2)n[nH]1
6. COc1ccccc1Oc1ccc(N/C=C/C(=O)c2ccco2)cc1

entry no. | 1 | 2 | 3 | 4 | 5 | 6
OX1R antag-1 | 34 | -6 | 11 | -5 | 44 | 6
OX1R antag-2 | 5 | -9 | 9 | -51 | 28 | -12
STK33 inh | 0.3 | -0.8 | -0.3 | -1.2 | 5.3 | -1.4

# Compounds 2–4 from above:
2. CCOc1ccc(NC(=O)CSc2nnnn2C2CC2)cc1S(=O)(=O)N1CCCC1
3. O=C(NCc1cccs1)C(=O)NCC1OCCCN1S(=O)(=O)c1cc(F)ccc1F (configuration not stated)
4. CCn1c(SCc2ccccc2)nc2cc(OC)c(OC)cc2c1=O

entry no. | 2 | 3 | 4
OX1R antag-1 | -6 | 11 | -5
OX1R antag-2 | -9 | 9 | -51
STK33 inh | -0.8 | -0.3 | -1.2

# One compound at a time, from the list above:
# O=C(NCc1cccs1)C(=O)NCC1OCCCN1S(=O)(=O)c1cc(F)ccc1F (configuration not stated) reads OX1R antag-1 = 11; OX1R antag-2 = 9; STK33 inh = -0.3
# CCn1c(SCc2ccccc2)nc2cc(OC)c(OC)cc2c1=O reads OX1R antag-1 = -5; OX1R antag-2 = -51; STK33 inh = -1.2
# O=C(N/N=C/c1c[nH]c2ccccc12)c1cc(-c2ccc3ccccc3c2)n[nH]1 reads OX1R antag-1 = 44; OX1R antag-2 = 28; STK33 inh = 5.3

# More compounds follow.
7. COC(=O)NC1(C(=O)O)CCCC1
8. COc1ccc(N(CC(=O)NC2CCCC2)C(=O)c2ccc(N3CCCCC3)nc2)cc1
9. COc1ccc(CC(=O)O/N=C(\N)Cc2ccc(OC)c(OC)c2)cc1
10. CS(=O)(=O)c1ccc(NC(=O)c2cccc(S(=O)(=O)N3CCN(Cc4ccccc4)CC3)c2)cc1
11. CCOC(=O)C1=C(C(F)(F)F)Nc2ncnn2C1c1cc(OC)ccc1OC (configuration not stated)
12. CC1(C)Cc2ccccc2C(NNC(=O)c2ccc(Br)o2)=N1

entry no. | 7 | 8 | 9 | 10 | 11 | 12
OX1R antag-1 | 8 | 17 | 6 | -4 | 10 | 3
OX1R antag-2 | -3 | -18 | 5 | -11 | -4 | 0
STK33 inh | -0.8 | 0.9 | -0.9 | -0.4 | -1.5 | 0.0

13. NS(=O)(=O)c1ccc(OC(=O)CNC(=O)OCc2ccccc2)cc1
14. CCc1ccc(-c2nc(CSCC(=O)NCCCN3CCCC3=O)c(C)o2)cc1
15. COc1ccc(-c2cc(C(=O)N(C)Cc3ccc(OC)c(OC)c3OC)c3ccccc3n2)cc1OC
16. COc1cc(OC)cc(C(=O)NCC(=O)OCc2ccc(Cl)c(Cl)c2)c1
17. CCn1cc(NC(=O)CCl)c(C)n1
18. COc1ccc(S(=O)(=O)Nc2nnc(C(C)(C)C)s2)cc1

entry no. | 13 | 14 | 15 | 16 | 17 | 18
OX1R antag-1 | 4 | 7 | 39 | 8 | 11 | 16
OX1R antag-2 | 14 | -18 | -27 | -8 | 0 | -9
STK33 inh | -0.1 | 0.4 | -1.0 | nt | nt | -2.4

19. CC(C)CC(=O)c1c[nH]c(C(=O)NCCCN2CCOCC2)c1
20. COc1ccc2nc(C)cc(SCC(=O)N/N=C/c3ccc(O)cc3O)c2c1
21. O=C(NCCC1CCCCN1S(=O)(=O)c1ccccc1)C(=O)Nc1ccc(F)cc1F (configuration not stated)
22. CN(C)C(CNC(=O)c1ccc2c(=O)n(-c3ccccc3F)c(=S)[nH]c2c1)Cc1ccccc1 (configuration not stated)
23. COC(=O)[C@@H](NC(=O)Nc1ccc(OC)cc1)C(C)C
24. CCCCNC(=O)c1onc(CSc2ccc(OC)cc2)c1C(=O)O

entry no. | 19 | 20 | 21 | 22 | 23 | 24
OX1R antag-1 | 5 | 63 | 22 | 1 | 9 | 16
OX1R antag-2 | 0 | -6 | -28 | -25 | -9 | -9
STK33 inh | 1.8 | -0.7 | -0.4 | -0.5 | 2.9 | -1.8

25. O=C(N/N=C1\CCc2ccccc21)c1ccncc1
26. COc1ccc(-n2nnnc2SC(C)C(N)=O)cc1 (configuration not stated)
27. CC1CCCCC1NC(=O)Cn1cnc2c1c(=O)n(C)c(=O)n2C (configuration not stated)
28. COc1ccccc1NC(=O)CC(c1ccc(F)cc1)c1ccco1 (configuration not stated)
29. Cc1cc(CN(C)C(=O)c2ccc3nc(Cc4ccccc4F)oc3c2)on1
30. O=c1[nH]c(CSc2ncc(C(F)(F)F)cc2Cl)nc2ccccc12

entry no. | 25 | 26 | 27 | 28 | 29 | 30
OX1R antag-1 | 13 | 14 | 4 | 9 | 13 | 10
OX1R antag-2 | -14 | 3 | -21 | -22 | 5 | -18
STK33 inh | -1.2 | -0.1 | 1.7 | -1.0 | 2.6 | 11

31. CNc1oc(-c2ccc(OCc3ccccc3)cc2)nc1C#N
32. COc1cccc(NS(=O)(=O)c2c(C)n(C)c(=O)n(C)c2=O)c1
33. Cc1c(C(=O)NCc2ccccn2)sc2nc(-c3ccc(F)cc3)cn12
34. Nc1ccccc1SCC(=O)Nc1cccc2ccccc12
35. COCCn1c(NCc2ccc(C)cc2)nc2c1c(=O)[nH]c(=O)n2C
36. COc1ccc(O)c(-c2[nH]ncc2C(=O)c2cccc(C)c2)c1

entry no. | 31 | 32 | 33 | 34 | 35 | 36
OX1R antag-1 | 15 | -5 | 13 | 17 | 11 | 7
OX1R antag-2 | -11 | 0 | -27 | -22 | -7 | -12
STK33 inh | -1.3 | -0.6 | -1.4 | -1.5 | -0.3 | -0.2

37. Cc1cc(C(=O)Nc2ccc(S(=O)(=O)N3CCOCC3)cc2)c(C)o1
38. CCOc1ccc(C(=O)CCC(=O)NNC(=O)c2ccccc2O)cc1
39. Nc1cccc(-c2cc3ccccc3oc2=O)c1
40. COC(=O)[C@H](C)NC(=O)NCc1ccc(F)cc1
41. O=C(Nc1ccccc1F)c1ccc(CSc2ncccn2)cc1
42. COc1ccc(CC(=O)Nc2c3c(nn2-c2cccc(Cl)c2)CS(=O)(=O)C3)cc1

entry no. | 37 | 38 | 39 | 40 | 41 | 42
OX1R antag-1 | 4 | 19 | 32 | 8 | 43 | 9
OX1R antag-2 | -5 | -18 | -16 | 2 | -16 | -13
STK33 inh | 2.6 | 0.2 | -1.8 | -2.5 | -1.5 | -2.0

43. CN(C)S(=O)(=O)c1ccc(C(=O)Nc2nnc(SCc3cccc(F)c3)s2)cc1
44. CC1Cc2ccccc2N1C(=O)COC(=O)c1cc(Br)ccc1O (configuration not stated)
45. Cc1ccc(-c2n[nH]c(=S)n2C)cc1Cl
46. O=C1CC(NNc2ccccc2)C(=O)N1c1cccc(Cl)c1 (configuration not stated)
47. CNC(=O)C(=O)NCC1OCCN1S(=O)(=O)c1ccc([N+](=O)[O-])cc1 (configuration not stated)
48. CCc1ccccc1NC(=O)CSc1nnc(CNC(=O)c2ccco2)n1C

entry no. | 43 | 44 | 45 | 46 | 47 | 48
OX1R antag-1 | 3 | 17 | 23 | 12 | 72* | 18
OX1R antag-2 | -14 | -12 | 6 | -23 | -25 | -15
STK33 inh | -0.6 | -0.4 | -0.1 | -4.4 | 4.7 | -3.4

49. CCC(=O)N(c1nnc(SCC(=O)NN2C(=O)NC3(CCCCC3)C2=O)s1)C1CC1
50. Cc1cc(C)cc(OCC(=O)NCc2cc(C)nc3ccccc23)c1
51. COc1cccc(OC)c1OCC(=O)Nc1ccc(S(=O)(=O)N2CCCC2)cc1
52. O=C(C[n+]1cc(-c2ccccc2)n2c1CCC2)c1cccs1
53. COc1ccc(S(=O)(=O)N2CCCC(C(=O)NCc3ccco3)C2)cc1Cl (configuration not stated)
54. O=C(COC(=O)Cc1ccsc1)NCC12CC3CC(CC(C3)C1)C2

entry no. | 49 | 50 | 51 | 52 | 53 | 54
OX1R antag-1 | 3 | 28 | 2 | 15 | 17 | 13
OX1R antag-2 | -14 | -25 | -15 | -4 | -32 | -5
STK33 inh | 0.4 | -1.7 | -2.1 | -1.4 | -2.0 | -0.6

55. CCN(CC)CCn1c(NS(=O)(=O)c2ccc(C)cc2)nc2ccccc21
56. C/C(=N\NC(=S)NC(C)C)c1ccc(Cl)c([N+](=O)[O-])c1
57. CCOC(=O)Cc1cc(-c2ccc(OC)cc2)nc2ccc3ccccc3c12
58. CNC(=S)Nc1cc(OC)ccc1OC
59. Cc1nc(N2CCOCC2)nc(N2CCCCC2)c1[N+](=O)[O-]
60. COc1ccc(C2CCCN2C(=S)Nc2ccc(C)c(C)c2)cc1OC (configuration not stated)

entry no. | 55 | 56 | 57 | 58 | 59 | 60
OX1R antag-1 | 7 | 18 | 25 | 7 | 7 | 6
OX1R antag-2 | -23 | -16 | -28 | -12 | -22 | -16
STK33 inh | -1.0 | -0.6 | 1.2 | -1.2 | -0.8 | -0.9

61. COc1ccc(CNc2oc(COc3ccc(Cl)cc3)nc2C#N)cc1
62. CN(Cc1ccccc1F)c1ncnc2sccc12
63. O=C(CSc1nc2ccccc2c(=O)[nH]1)Nc1nc(-c2ccc(Br)cc2)cs1
64. Cc1noc(C(=O)NCc2ccco2)c1Cl
65. Cc1ccc(-n2c(-c3ccccc3)nnc2-c2cccs2)cc1
66. Cc1ccc(S(=O)(=O)CCc2nnc(NC(=O)C3CCCO3)s2)cc1 (configuration not stated)

entry no. | 61 | 62 | 63 | 64 | 65 | 66
OX1R antag-1 | 11 | 10 | 19 | 15 | 8 | 4
OX1R antag-2 | -16 | -7 | -13 | 16 | -16 | -22
STK33 inh | -1.8 | -0.2 | 0.7 | -0.2 | 0.7 | -0.7

67. Cc1cccc(NC(=O)c2cc(S(=O)(=O)NCc3ccco3)ccc2F)c1C
68. O=C(Nc1nccs1)c1ccc(-c2ccccc2[N+](=O)[O-])o1
69. O=C1OCCN1C(=O)[C@H]1[C@H](c2ccc(Cl)cc2)C(c2ccccc2)=NN1c1ccccc1
70. C#CCCOC(=O)N1C2=NC(C(=O)OC)=C(C(=O)OC)[C@@H]3N(Cc4ccccc4)c4ccccc4[C@]23C[C@H]1C(=O)OC
71. Clc1ccc(Sc2oc(/C=N/n3cnnc3)cc2Br)cc1
72. CCOC(=O)c1c(C=O)c2sc(C)cc2n1C

entry no. | 67 | 68 | 69 | 70 | 71 | 72
OX1R antag-1 | 7 | 19 | 8 | 13 | 4 | 6
OX1R antag-2 | -11 | -13 | -9 | -23 | -18 | -25
STK33 inh | 0.9 | 1.9 | nt | -1.0 | -0.4 | -0.2

73. COc1ccc2cc(C(=O)C3CCCN(C(=O)c4cnn(C(C)C)c4)C3)ccc2c1 (configuration not stated)
74. COc1cc(OC)c2cc(C(=O)N/N=C/c3cccc(OC)c3O)[nH]c2c1
75. CCOC(=O)c1sc(Nc2nc(C)cc(OC)n2)nc1C
76. CCOC(=O)c1sc2ncnc(N3CCN(C)CC3)c2c1C
77. Cc1nn(Cc2n[nH]c(=S)n2Cc2ccccc2)c(C)c1Cl
78. CCC(=O)Nc1ccc(C(=O)CN2CCC(C)CC2)cc1

entry no. | 73 | 74 | 75 | 76 | 77 | 78
OX1R antag-1 | 10 | 77* | 26 | 20 | 24 | 14
OX1R antag-2 | -16 | 13 | -17 | -9 | -30 | -17
STK33 inh | 0.0 | 1.0 | -0.3 | 0.3 | 1.2 | 0.1

79. CCCCCCn1c(CN2CCN(Cc3ccccc3)CC2)nc2c1c(=O)n(C)c(=O)n2C
80. CC1CC(C)CN(CC(=O)NC(c2ccccc2)c2ccccc2)C1 (configuration not stated)
81. COCCNC(=O)CC(=O)N/N=C/c1ccc(C(=O)OC)cc1
82. COc1ccccc1CNC(=O)c1ccc(Cl)c(S(=O)(=O)N2CCCC2)c1
83. COc1ccccc1C(=O)NCC(=O)OCC(=O)Nc1cccc(S(=O)(=O)N2CCCCCC2)c1
84. CCC(C)(C(=O)Nc1ccccc1C)N(C(=O)CNC(C)=O)c1ccc(C)cc1 (configuration not stated)

entry no. | 79 | 80 | 81 | 82 | 83 | 84
OX1R antag-1 | 15 | 8 | 6 | 17 | 5 | 8
OX1R antag-2 | -29 | -28 | -8 | -20 | -48 | -26
STK33 inh | -1.1 | -0.2 | -0.4 | -0.5 | -0.1 | -2.5

85. CCOC(=O)N1CCN(C(c2ccc(F)cc2)c2sc3nc(C)nn3c2O)CC1 (configuration not stated)
86. COc1ccc(/C=C(\C#N)C(=O)Nc2ccccn2)cc1
87. COc1ccc([N+](=O)[O-])cc1NS(=O)(=O)c1cccc(C(=O)O)c1
88. CC(=O)c1cccc(NC(=O)[C@@H](NC(N)=O)C(C)C)c1
89. C/C(NC1CCCC1)=C(/C#N)C(N)=O

entry no. | 85 | 86 | 87 | 88 | 89
OX1R antag-1 | -7 | 15 | 19 | 12 | 9
OX1R antag-2 | -4 | -4 | 2 | -16 | -10
STK33 inh | -1.1 | -1.2 | 0.3 | -0.8 | 0.1

# Screens as filed in PubChem.
